TAG inh = inhibitors of triacylglycerol accumulation | 230,000 tested, 0.66% active | H9c2 cells, Nile Red lipid (TAG) fluorescence; cells loaded with 200 µM oleic acid | inhibition, % at 12.5 µM;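 active = pattern-corrected inhibition of lipid staining of at least 50% with the nuclear-stain viability signal not falling by more than 50%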;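 note: 0% = DMSO wells and 100% = triacsin C control wells; some results filed as inactive read as strong as hits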
TAG inh DAPI viability = also measured in TAG inh; calls as there; DAPI nuclei signal change (viability), lower = more cytotoxic, %;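 whole-well DAPI fluorescence read on a plate reader as a viability signal; minus 50 percent equals half of cells still viable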
Starred values were filed as active, the others as inactive. This is a subset (hit frequency here may not be typical).

compound,TAG inh DAPI viability,TAG inh
CN(CCc1ccccc1)C(=O)c1cccc(NC(=O)Cc2ccc([N+](=O)[O-])cc2)c1,-3,-35
CC1=C(C(=O)NC(C)C)C2(CCC(C)CC2)OC1=O (stereo not drawn),-4,3
C[C@H](CO)N1C[C@H](C)[C@H](CN(C)C(=O)Nc2cccc(C(F)(F)F)c2)OCc2cnnn2CCCC1=O,-4,10
COc1cc(/C=C/C(=O)O)cc(S(=O)(=O)NCCCC(=O)O)c1OC,-8,-6
COc1ccc(C2N(c3ccc(Cl)cc3)N=C(C(C)=O)N(C)N2C(C)=O)cc1 (stereo not drawn),2,2
O=C(O)c1ccc(Sc2nnnn2-c2ccccc2)c([N+](=O)[O-])c1,-11,2
COc1ccc(NCc2n[nH]nc2-c2ccccc2)cc1Cl,-2,4
CCOc1cc(N2CCOCC2)c(OCC)cc1NC(=O)COC(=O)COc1ccc(C#N)cc1,1,21
CCOc1cc(/C=N/NC(=O)Cc2ccc(C(F)(F)F)cc2[N+](=O)[O-])c(Br)cc1OC,13,3
O=c1cc(-c2ccccc2)ss1,-5,3
CC(C)COc1ccc(Br)cc1CNC(C)(C)C,3,-17
CN(Cc1ccccc1)C(=O)COC(=O)CN1C(=O)c2ccccc2C1=O,-1,-20
CC(=O)Nc1ccc(NC(=O)CSc2nc(=O)n(Cc3ccncc3)c3c2CCC3)cc1,0,11
CCOC(=O)N1CCN(C(=O)c2ccccc2NS(=O)(=O)c2ccc(C)cc2)CC1,-5,-6
COc1cc(C2c3c(oc4ccccc4c3=O)C(=O)N2Cc2ccncc2)ccc1O (stereo not drawn),7,-8
CC(C)C[C@H]1CNC(=S)N1CC1CCN(CC2CCCC2)CC1,14,-1
CC(C)(C)OC(=O)NOCC(=O)N(Cc1ccccc1)CC(O)COc1ccccc1 (stereo not drawn),-5,-10
CCc1ccc(-c2nc(SCC(=O)c3c(N)n(C)c(=O)n(C)c3=O)n[nH]2)cc1,2,12
Cc1cnc(NC(=O)CSc2c(Cl)cccc2Cl)s1,-7,2
COc1cc(OC)cc(C(=O)Nc2ccccc2NC(C)=O)c1,0,-17

Next part
compound,TAG inh DAPI viability,TAG inh
COC(=O)c1sccc1NC(=S)N(C)C1CCCCC1,8,-22
COc1ccccc1/C=C/c1nc2ccc(OC(C)=O)cc2c(=O)o1,-9,6
COC(=O)c1ccc(COc2ccc(C3C4=C(CCCC4=O)Nc4onc(C)c43)cc2)cc1 (stereo not drawn),10,-5
CCCCNC(=S)N(C)/N=C/c1ccccc1C(=O)O,7,5
Cc1cc(N/N=C/c2ccccc2F)nc(NCc2ccccc2)n1,6,0
Cc1nc(-c2ccc(S(=O)(=O)Oc3ccccc3Cl)s2)cs1,-1,-12
COc1ccc(NC(=O)CN(C)C(=O)C(C)Sc2ccccc2)cc1 (stereo not drawn),6,-4
Cc1nc2ccccc2nc1SCC(=O)N1CCC(C)CC1,-10,3
CC(C)C(NC(=O)c1ccccc1)C(=O)OCC(=O)N1CCCCC1 (stereo not drawn),-5,-4
O=C(NN=Cc1cc(Cl)ccc1[N+](=O)[O-])c1cccc2ccccc12,-6,-9
COc1ccc(C(=O)NCCS(=O)(=O)NCc2ccco2)cc1,-9,8
Cc1ccc(C(=O)CN2C(=O)c3ccccc3S2(=O)=O)cc1,-3,6
Cn1c(=O)n(C)c2cc(NC(=O)c3ccccc3[N+](=O)[O-])c(Br)cc21,7,-1
Fc1cccc(CCN2CCNC[C@@H]2c2ccccc2)c1,-4,10
COCC(C)NCc1cccc2ccccc12 (stereo not drawn),9,3
COc1ccccc1NC(=O)Nc1cccc(NC(C)=O)c1,5,5
O=C(O)C(c1ccccc1)N1C(=O)/C(=C/c2cccs2)SC1=S (stereo not drawn),8,-8
COc1ccc(NC(=O)CN2CCCC2c2cccs2)cc1S(=O)(=O)N1CCCCC1 (stereo not drawn),-10,-4
Cc1ccc2c(c1)nnn2C1CCN(S(=O)(=O)c2ccc(C(=O)N(C)C3CCCCC3)cc2)CC1,-15,8
Cc1ccc(C(=O)NCC(=O)OCc2c(F)cccc2Cl)cc1,54,16

New compounds follow.
compound,TAG inh DAPI viability,TAG inh
O=C(Oc1oc(-c2ccco2)nc1C=Nc1ccccc1)c1ccco1,-6,-6
CCCCOc1ccc(C2=NNC(=O)CC2)cc1,0,4
O=C(NCc1cccc(C(F)(F)F)c1)c1cc(-c2ccccc2)nn1CC1CC(c2cccnc2)=NO1 (stereo not drawn),-1,-63
O=C(Nc1cccc(-c2cccc(F)c2)c1)C1CCN(Cc2ccco2)CC1,11,9
CCc1ccc[n+](-c2[nH]c(=O)sc2/C=N/N=C(\N)[O-])c1,-1,1
COc1ccc(NC(=O)c2ccc(NC(=O)c3nc4nc(C)cc(C)n4n3)cc2)cc1,-1,5
CCOc1ccc(NC(=O)c2ccc(CC)s2)c([N+](=O)[O-])c1,-4,0
Cc1nc(CN2CCN(S(=O)(=O)c3c(Cl)cc(Br)cc3Cl)CC2)cs1,-4,-25
CCC(C(=O)c1ccccc1)P(=O)(NN)c1ccccc1 (stereo not drawn),0,1
COc1ccc(C2c3cc4c(cc3OC(NNC(N)=O)C2C)OCO4)cc1 (stereo not drawn),10,1
COc1ccc2nc(N(CCN(C)C)C(=O)c3ccc4c(c3)OCCO4)sc2c1,4,18
O=C1CCC(=O)N1OCCOc1ccccc1,-4,-2
CC1(C)CC(=O)C(C(=S)Nc2ccccc2)=C(NC2CC(C)(C)NC(C)(C)C2)C1,5,19
Cc1[nH]nc(Nc2ccc(C(C)C)cc2)c1[N+](=O)[O-],-4,1
CC(C)(C)c1ccc(/C=N/Nc2ccc(C(=O)O)cc2)cc1,3,4
CCn1c(C(=O)N2CCC(C(=O)NCCCSC3CCCCC3)CC2)cc2sccc21,2,3
CCOC(=O)CSc1nnc(CNc2cccc(Cl)c2)n1C,2,-15
O=C1/C(=C/c2ccccn2)SC(=S)N1CCc1ccccc1,1,-13
COC(=O)Cc1csc(Nc2ccc(F)c(Cl)c2)n1,-3,3
Cc1nc2cc(NCc3ccccc3O)ccc2n1Cc1ccccc1,11,-10

Entries from the list above with a COOH group (five):
compound,TAG inh DAPI viability,TAG inh
COc1cc(/C=C/C(=O)O)cc(S(=O)(=O)NCCCC(=O)O)c1OC,-8,-6
O=C(O)c1ccc(Sc2nnnn2-c2ccccc2)c([N+](=O)[O-])c1,-11,2
CCCCNC(=S)N(C)/N=C/c1ccccc1C(=O)O,7,5
O=C(O)C(c1ccccc1)N1C(=O)/C(=C/c2cccs2)SC1=S (stereo not drawn),8,-8
CC(C)(C)c1ccc(/C=N/Nc2ccc(C(=O)O)cc2)cc1,3,4

(list continues)
compound,TAG inh DAPI viability,TAG inh
CC(=O)c1ccc(NC(=O)CNCC(c2ccccc2)N(C)C)cc1 (stereo not drawn),6,7
Cc1nn(-c2ccccc2)c(C)c1C1C(C#N)=C(N)Oc2n[nH]c(C)c21 (stereo not drawn),-10,6
O=C(c1nc2ccc(Cl)cn2c1CNCCc1cnccn1)N1CCCCCCC1,6,-2
Cc1ccccc1NC(=O)C(C)n1c2ccccc2c2nc(=O)cc(C)n21 (stereo not drawn),1,-1
COc1cc(NC(=O)CN(C)S(=O)(=O)c2ccc(C)cc2)cc(OC)c1,-4,2
O=C(Cn1c(NCCCCl)nc2ccccc21)c1ccccc1,-10,4
O=C(O)COCC(=O)NCc1csc2ccc(Cl)cc12,2,-12
O=C(COc1ccccc1[N+](=O)[O-])Nc1ccc(NC(=O)c2cc3ccccc3o2)cc1,5,21
COc1ccc(C(CNC(=O)c2ccc(C)c(S(=O)(=O)N3CCCCC3)c2)N2CCCC2)cc1 (stereo not drawn),11,-15
O=S(=O)(NCCN1CCN(S(=O)(=O)c2ccccc2F)CC1)c1ccccc1F,-6,3
COc1cc(C(=O)Nc2cccc(S(=O)(=O)NCc3ccco3)c2)cc(OC)c1OC,-6,13
Cn1c(=O)c(=O)n(C)c2cc(S(=O)(=O)CCC(=O)Nc3ccc(F)cc3)ccc21,-7,3
Cc1ccc(/C=N/NC(=O)CN2C(=O)CSc3ccccc32)o1,0,2
Cc1cccnc1NC(=O)COc1ccc2oc3c(c2c1)CCCC3,-12,11
CNc1nc(SC)nc(N2CCOCC2)n1,-19,-3
O=C(CCc1ccccc1)NNC(=O)Cc1ccccc1,-16,6
CCS(=O)(=O)NCCCCc1ccccc1,-15,28
CN1CCN(C(=O)NCC23CC4CC(CC(C4)C2)C3)CC1,-3,-4
CC1(c2nnc(-c3cccc(Cl)c3)o2)CC(c2cccc(Cl)c2)=NO1 (stereo not drawn),0,-2
COc1ccc(CCC2(C)OCC(CCCCO)O2)cc1 (stereo not drawn),5,5

Next section
compound,TAG inh DAPI viability,TAG inh
O=C(Nc1ncnc2sc3c(c12)CCCCC3)c1ccco1,-3,10
COc1cc(C2C(C(=O)c3ccc(C)o3)=C(O)C(=O)N2c2cc(C)on2)cc(OC)c1OC (stereo not drawn),4,-9
COc1ccc(NC2CC(=O)N(CCc3ccccc3)C2=O)cc1 (stereo not drawn),-5,-5
CCN(CCn1cccn1)Cc1c(C(=O)N2C[C@@H](C)O[C@@H](C)C2)nc2ccc(Cl)cn12,0,-6
CC(C)CNC(=O)COC(=O)Cc1ccc(Cl)cc1,3,-6
Cc1sc2ncnc(N3CCC(C(=O)Nc4ccc(Cl)c(Cl)c4)CC3)c2c1C,8,11
Cc1noc(C)c1S(=O)(=O)N(C)C[C@H]1OCCCC[C@H](C)Oc2ccc(NC(=O)CCCN(C)C)cc2C(=O)N([C@H](C)CO)C[C@@H]1C,-15,25
Cc1cc(OCC(=O)Nc2ccncc2)ccc1Cl,0,-18
CCc1noc(N)c1C(=O)Nc1ccc(F)c(Cl)c1,-1,-26
CC(Oc1ccc(Cl)cc1Cl)C(=O)Nc1ncccn1 (stereo not drawn),-6,6
COc1ccc(-c2cc(C(=O)N3CCc4ccccc4C3)no2)cc1,7,-3
Cc1ccc(C)c(NS(=O)(=O)c2ccc(OCC(=O)NCC3CCCO3)cc2)c1 (stereo not drawn),-10,1
CC1CCN(C(=O)C2CCCN(S(=O)(=O)c3ccc4c(c3)CC(C)N4C(=O)C3CC3)C2)CC1 (stereo not drawn),-1,-11
Cc1ccccc1C(=O)Oc1ccccc1C(=O)N1CCOCC1,23,-16
CCOC(=O)c1[nH]c2ccccc2c1NC(=O)CC,-3,7
COc1ccc(N2CCN(S(=O)(=O)c3c(C)nc4sccn4c3=O)CC2)cc1,6,2
COc1ccc(CCNC(=O)CN(c2cccc([N+](=O)[O-])c2)S(C)(=O)=O)cc1OC,-3,2
COc1ccc(/C=N/NC(=O)c2ccccc2O)cc1Cn1cc(Cl)cn1,-6,-1
Fc1ccc(Nc2nc(-c3cccnc3)cs2)cc1,5,1
O=C(NCC1CCCN1S(=O)(=O)c1cccs1)c1ccc([N+](=O)[O-])cc1 (stereo not drawn),-6,-10

Next section:
compound,TAG inh DAPI viability,TAG inh
COCCN(CC(=O)NC1CCCCC1)C(=O)CSc1nc2ccccc2o1,12,1
CCCCN1CC(=O)N2[C@H](c3ccc(Cl)cc3)[C@@H]3C(=O)N(CC)C(=O)[C@@H]3[C@]2(C)C1=O,-1,-1
CCOC(=O)N1CCN(c2c(NCC3CCN(Cc4cccc(C)c4)CC3)c(=O)c2=O)CC1,-5,8
CCc1ccc2[nH]c(=O)c(C3C(C#N)=C(N)Oc4c3ccc3cccnc43)cc2c1 (stereo not drawn),7,-27
Cn1c(SCC(=O)Nc2sccc2C(N)=O)nc2ccccc2c1=O,0,4
Cc1cc(N2CCOCC2)ncc1[N+](=O)[O-],6,-18
CCOC(=O)CNC(=O)CSc1nnc(CCc2nc3ccccc3[nH]2)n1C,-5,16
Cc1ccnc(SCCn2c(Br)nc3c2c(=O)[nH]c(=O)n3C)n1,-15,13
CC(C)CC(c1nnnn1C1CCCC1)N1CCN(c2ccccc2F)CC1 (stereo not drawn),4,8
COc1ccc(OCC(=O)OCC(=O)NC2CCCCC2C)cc1 (stereo not drawn),1,11
O=C(OCC(=O)c1ccc[nH]1)c1ccc(S(=O)(=O)C(F)F)cc1,8,-16
COc1ccccc1NC(=O)N(C)C[C@@H]1OCc2cnnn2CCCC(=O)N([C@H](C)CO)C[C@H]1C,-6,11
COc1ccc(-c2ccnc(SCC(=O)c3ccc(Cl)cc3)n2)cc1,8,-13
Cc1csc(/C(=N/OC(=O)c2ccco2)C(N)=O)n1,-17,15
COc1ccc(C(=O)N[C@H](C(=O)NCc2cccs2)C(C)C)cc1,0,-14
Cc1cccc(-c2nc(CNC(=O)c3ccco3)cs2)c1,11,-9
O=C(CCC1CCCC1)N[C@@H](Cc1ccc(O)cc1)C(=O)O,-5,10
Cc1ccc(S(=O)(=O)NC2CC2)s1,7,-19
COc1ccc(NC(=O)c2cc(C3CCCCN3S(C)(=O)=O)on2)c(C)c1 (stereo not drawn),-132,150
N#Cc1ccc(Cl)cc1NC(=O)CNc1cccc(S(=O)(=O)N2CCCC2)c1,-2,-16

An excerpt from the list above, for reference:
compound,TAG inh DAPI viability,TAG inh
COCCN(CC(=O)NC1CCCCC1)C(=O)CSc1nc2ccccc2o1,12,1
CCCCN1CC(=O)N2[C@H](c3ccc(Cl)cc3)[C@@H]3C(=O)N(CC)C(=O)[C@@H]3[C@]2(C)C1=O,-1,-1

Source: PubChem BioAssay (Sanford-Burnham Center for Chemical Genomics)
